aDG glyco up: activators of alpha-DG glycosylation, primary screen, uHTS, Pro5-aDG cells, AlphaScreen; alpha-DG glycosylation AlphaScreen (IIH6); 0% Pro5, 100% B10-LARGE cell signal; activation, % at 10 µM; 0.22% of 360,000 active; AID 624168, 2012;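 active = activation of at least 8% versus controls, or a plate z-score of at least 8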;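 note: Pro5 are CHO cells carrying HIG-tagged alpha-DG that lacks glycosylation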
ABCB6 inh MLPCN: ABCB6 transporter inhibitors, primary screen, K562-ABCB6 cells, flow cytometry, MLPCN library; K562-ABCB6 porphyrin accumulation, 1 h; active compounds read low; fluorescence ratio to DMSO, % at 10 µM; 0.19% of 360,000 active;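 active = fluorescence ratio to DMSO below 75%, the collection mean minus 3 SD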;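 note: signal is porphyrin accumulated inside mitochondria; 100% equals median channel fluorescence of DMSO control wells; lower ratio means ABCB6 inhibition with less porphyrin fluorescence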
hiPSC survival: enhancers of single-cell hiPSC survival, primary screen, ATPlite luminescence; 100% = ROCK inhibitor wells, 0% = DMSO; survival enhancement, % at 20 µM; 0.044% of 360,000 active; AID 602274, 2012; in the data active = survival enhancement above about 18%;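 note: cells exposed to compounds for 16 hours before the ATP read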
Glyco luc inh: increase of ERlucT glycosylation luciferase signal, primary screen, N-linked glycosylation inhibitor project, D54 ERlucT cells, luminescence, set 2. D54 ERlucT glycosylation luciferase reporter, 24 h; percent of 100 nM tunicamycin response. reporter increase, % at 12.5 µM. 0.23% of 360,000 active;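 active = mean luciferase reporter signal, scaled so untreated is 0 and the glycosylation-blocking control 100, at or above a set limit in every replicate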;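 note: luciferase carries N-glycosylation sites so blocking glycosylation raises the light; 0% = median of neutral control wells and 100% = median of 100 nM tunicamycin wells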
HTR2A ag: mouse Htr2a agonists via beta-arrestin recruitment, primary screen, cell-based, luminescence; CHO-K1 mHTR2A beta-arrestin complementation; percent of 30 µM serotonin response; activation, % at 7.6 µM; 0.66% of 360,000 active; AID 624169, 2012;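 active = activation above a run cutoff, the mean activation of all tested compounds plus 3 SD, cut at about 14% in these data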;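 note: 0% = plate median of compound wells and 100% = 30 µM serotonin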
Target sequence (P35363 whole entry, looked up): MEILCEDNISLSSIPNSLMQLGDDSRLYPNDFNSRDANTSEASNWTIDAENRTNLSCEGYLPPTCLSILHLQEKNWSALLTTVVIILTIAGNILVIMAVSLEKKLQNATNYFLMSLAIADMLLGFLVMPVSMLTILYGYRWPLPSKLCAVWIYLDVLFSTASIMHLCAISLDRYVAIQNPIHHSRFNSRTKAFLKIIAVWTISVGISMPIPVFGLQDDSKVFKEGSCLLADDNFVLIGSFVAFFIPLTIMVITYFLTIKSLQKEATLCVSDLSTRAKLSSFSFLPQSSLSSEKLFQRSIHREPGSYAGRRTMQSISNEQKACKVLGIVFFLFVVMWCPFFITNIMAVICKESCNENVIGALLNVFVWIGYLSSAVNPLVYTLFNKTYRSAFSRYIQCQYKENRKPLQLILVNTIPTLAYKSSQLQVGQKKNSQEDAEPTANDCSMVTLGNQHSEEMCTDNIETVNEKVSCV
CaV13 FRET inh: Disruptors of the CACNA1D IQ motif to Ca2+-dependent inactivation inhibitor domain association, primary screening, Förster resonance energy transfer in intact living …. HEK cells, CFP/YFP FRET ICDI-IQ, plate reader, 10 min; percent FRET-ratio fall versus neutral wells. inhibition, % at 12.3 µM. 0.098% of 340,000 active. AID 743397;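 active = mean replicate inhibition of at least 30% and at least 1% of replicates passing that level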;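 note: 0% = median of the neutral control wells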
PDI inh: inhibitors of human PDI, primary screen, biochemical, turbidity, single point, plate reader; 0.052% of 350,000 active; inhibition, % at 10 µM; PDI insulin aggregation turbidity, A650, 90 min;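 active = mean inhibition across replicates of 30% or more, whatever share of single replicates reach that level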;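 note: absorbance from insulin aggregation driven by PDI reduction with DTT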
Target sequence (P07237 whole entry, looked up): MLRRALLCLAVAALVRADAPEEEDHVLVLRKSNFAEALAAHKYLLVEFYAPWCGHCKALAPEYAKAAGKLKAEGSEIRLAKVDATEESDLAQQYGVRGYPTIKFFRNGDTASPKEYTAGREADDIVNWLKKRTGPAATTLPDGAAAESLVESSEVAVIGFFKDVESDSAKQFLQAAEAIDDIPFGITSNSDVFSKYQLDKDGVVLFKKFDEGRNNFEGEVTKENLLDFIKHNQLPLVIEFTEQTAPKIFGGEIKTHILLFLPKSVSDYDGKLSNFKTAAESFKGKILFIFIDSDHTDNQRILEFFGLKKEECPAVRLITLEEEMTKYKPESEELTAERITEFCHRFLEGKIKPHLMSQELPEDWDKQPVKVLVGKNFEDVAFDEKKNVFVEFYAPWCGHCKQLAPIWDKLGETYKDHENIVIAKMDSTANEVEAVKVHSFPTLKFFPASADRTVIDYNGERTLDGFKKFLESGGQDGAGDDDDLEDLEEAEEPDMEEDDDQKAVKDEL
H9c2 protect: cardioprotection against H2O2-induced cell death, primary screen, uHTS, H9c2 cells, ATPLite luminescence. H9c2 cardiomyocytes, H2O2 injury protection, 2 h. protection from H2O2 cell death, % at 20 µM. 0.63% of 360,000 active;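 active = compounds giving at least 50% protection of heart cells from peroxide-induced death in the single-dose screen, raw or plate-pattern-corrected value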;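 note: 0% = DMSO wells with peroxide and 100% = DMSO wells without peroxide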
Exocytosis inh: LAMP-1 surface exposure blockers, TALL-104 cells – cell-based, flow cytometry, MLPCN library, primary screen | inhibition, % at 10 µM | TALL-104 LAMP-1 surface exposure; cells stimulated with thapsigargin and PMA | AID 651702, 2012 | 0.66% of 360,000 active;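 active = inhibition above about 55%, limit read from the data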
Vif imaging: HIV Vif self-association inhibitors, primary screen, imaging, HEK293T, single point | HEK293T cells, Vif self-association by quenched fluorescence, 24 h | inhibition, % at 7.49 µM | 0.35% of 340,000 active | AID 602346, 2012; in the data active = inhibition above about 50%, passing the limit was not always enough; note: some results filed as inactive read as strong as hits
Numbers without * were called inactive; . = not tested or not shown. An excerpt; count on the stated rates, not on these rows.

molecule,Glyco luc inh,ABCB6 inh MLPCN,CaV13 FRET inh,aDG glyco up,PDI inh,Vif imaging,H9c2 protect,hiPSC survival,HTR2A ag,Exocytosis inh
C[C@]12CC[C@H]3[C@@H](CCC4=CC(=O)CC[C@@]43O)[C@@H]1CCC2=O,-1,101,-20,-0.1,7,-5,1,-0.5,8,-1
CSc1ccc(C(=O)C2CCCN(CCCn3cccn3)C2)cc1 (stereo not given),-3,101,-14,0.1,4,2,-4,-1.2,-9,-1
CN1CCN(C(=O)COc2ccc(Oc3ccccc3)cc2)CC1,-1,95,-1,-0.1,-3,2,-6,-1.1,-3,0
Cc1c(C(=O)Nc2ccccc2)cc(-c2ccccc2)n1CCCN1CCOCC1,-3,100,-18,0.1,2,-1,0,0.7,-6,-5
CC(=O)O[C@H]1CCC2C3CCC4=CC(=O)CCC4=C3C=C[C@@]21C (stereo not given in full),0,96,-4,-0.1,17,7,8,0.2,1,4
Cc1cccc(-n2c(O)c(/C=C3/C(c4ccccc4)=Nc4ccccc43)c(=O)[nH]c2=O)c1,21,100,-5,0.2,1,-2,-2,0.2,-1,42
CN1C(=O)C(C2c3ccccc3C(=O)N2Cc2ccc([N+](=O)[O-])cc2)C(=O)N(C)C1=O (stereo not given),2,92,-4,0.0,-2,-20,0,3.5,1,-8
O=C(NC1CCCCC1)N1C[C@H]2C[C@@H](C1)c1cccc(=O)n1C2,2,95,-19,0.0,-13,-17,5,0.0,13,-7
COc1ccc(N=C2SCCCN2C)cc1,0,102,.,0.1,10,.,-3,-3.9,4,-4
C=CCn1c(O)c(C(CC)=NCC2CCCO2)c(=O)[nH]c1=O (stereo not given),2,93,-4,0.4,3,1,2,-0.2,0,-4
CC(=O)Nc1ccccc1C(=O)OCC(=O)Nc1ncccn1,2,94,-3,-0.1,-6,10,5,0.0,2,2
Cc1cccc(N=Cc2c(O)n(C)c(=O)n(C)c2=O)c1,3,96,-1,0.1,0,1,1,-0.7,3,-1
CC(N)C(=O)NC1C2C(=C(O)CC(O)C2O)C(=O)OC1(C)C(Cl)Cl (stereo not given),-19,94,-6,-0.2,1,3,2,-5.0,2,9
Cc1ccsc1C(=O)C1CCCN(Cc2ccccc2O)C1 (stereo not given),-1,85,-3,0.5,-2,1,-6,-0.1,-4,0
O=P(/C=C1\OCc2ccccc21)(Oc1ccccc1)Oc1ccccc1,.,.,-16,2.5,.,.,.,.,-4,13
COc1cc2c(cc1O)C[C@H]1c3c(cc(O)c(OC)c3-2)CCN1C,8,101,-5,0.1,-4,2,-8,-1.8,-7,-1
CC(O)(CS(=O)(=O)c1cccc(C(F)(F)F)c1)C(=O)Nc1cccc(C(F)(F)F)c1 (stereo not given),3,98,-7,-0.1,8,.,-6,-0.1,-3,-1
O=c1c2ccccc2nc(-c2ccccc2Cl)n1-c1cccc(O)c1,-2,101,-5,-0.1,17,-13,-2,-0.3,5,-4
N#Cc1cc(F)c(N2CCNCC2)cc1Cl,1,95,-4,-0.1,14,-5,-3,-1.4,7,-3
Cc1nc2c(-c3ccc(F)cc3)c(C)nn2c(C)c1CCC(=O)N1CCC2(CC1)OCCO2,1,100,-4,0.1,1,-3,5,-1.6,-3,-1

(listing goes on)
molecule,Glyco luc inh,ABCB6 inh MLPCN,CaV13 FRET inh,aDG glyco up,PDI inh,Vif imaging,H9c2 protect,hiPSC survival,HTR2A ag,Exocytosis inh
CCCC[N+]12CCC(CC1)C(C(O)(c1ccccc1)c1ccccc1)C2 (stereo not given),2,91,-3,0.2,1,-8,6,-0.5,2,2
c1cc2c(cc1CCNC1C3CC4CC(C3)CC1C4)OCO2 (stereo not given),0,86,.,0.7,-7,19,1,-0.6,-6,-2
COc1cccc(-c2nc(CS(=O)CC(=O)N3CCC4(CC3)OCCO4)c(C)o2)c1 (stereo not given),1,92,-6,-0.2,-7,17,-1,-2.0,5,-2
CCc1ccccc1N1C(=O)/C(=C/c2ccc(N3CCN(C)CC3)o2)C(=O)NC1=S,4,105,-4,-0.2,23,13,7,2.2,-1,0
O=C(Cc1ccccc1)N1CCN(CCCc2ccccc2)CC1,-3,93,-19,0.1,3,-9,-4,-0.7,-5,-2
C/C=C(\C)C(=O)N[C@@H](c1ccccc1)[C@@H](O)C(=O)O[C@H]1C[C@@]2(O)[C@@H](OC(=O)c3ccccc3)C3[C@](C)(C(=O)[C@H](OC(C)=O)C(=C1C)C2(C)C)[C@H](O)C[C@H]1OC[C@@]31OC(C)=O (stereo not given in full),4,99,.,-0.1,.,1,-3,-1.0,-4,5
Cc1ccc(NC(=O)CCNC(=O)N2C[C@H]3C[C@@H](C2)c2cccc(=O)n2C3)c(C)c1,2,107,.,0.1,.,5,0,-3.0,-1,-4
COC(=O)C1=C(c2ccc3ccccc3c2)C[C@@H]2CC[C@H]1N2C,-2,98,-5,-0.4,9,0,2,-2.8,-4,-8
Cc1ccc(-n2c(O)c(C=NC3CCCC3)c(=O)[nH]c2=O)c(C)c1,-1,95,-7,0.3,10,3,2,-1.8,2,-4
CCOC(=O)C1=C(C)OC(N)=C(C#N)C12C(=O)N(C)c1ccccc12 (stereo not given),0,96,-6,-0.2,6,4,3,-2.1,1,0
COC(=O)C1=C(c2ccc(Cl)c(C(F)(F)F)c2)C[C@@H]2CC[C@H]1N2C(=O)NCCO,6,97,-5,-0.1,-4,0,-2,5.7,-2,-1
Cc1ccccc1O,5,105,.,0.0,.,3,0,-1.5,-6,2
Cc1c(C)c2ccc(OCC(=O)N3CCC(C(=O)O)(c4ccccc4)CC3)cc2oc1=O,0,97,.,0.1,.,-2,0,0.5,0,5
CCCCCn1c(NC(=O)c2ccco2)c(C(=O)OCC)c2nc3ccccc3nc21,10,165,.,4.3,7,-1,-1,1.7,-1,0
c1csc(CN2CCNCC2)c1,2,95,.,0.1,-3,-7,0,-0.8,1,0
Cc1ccc(Cl)cc1N1CCN(CCN)CC1,-5,95,.,0.5,3,3,8,-0.8,-7,0
COc1ccccc1N(CC(=O)NC1CCCCC1)C(=O)c1cnn(C(C)C)c1,-1,91,-7,0.0,0,7,-2,3.1,1,4
COc1ccccc1NC(=O)c1cn(CCC#N)nc1-c1ccc(F)cc1,1,98,-1,-0.1,-2,-2,-4,1.1,2,-1
C[N+]1(C)CCN(c2ccccc2)CC1,1,98,-5,-0.1,-1,0,10,2.1,3,0
C[n+]1c(-c2ccccc2)c2cc(N)ccc2c2ccc(N)cc21,-16,427,-10,0.3,-9,28,-22,-1.9,-3,5

Following part:
molecule,Glyco luc inh,ABCB6 inh MLPCN,CaV13 FRET inh,aDG glyco up,PDI inh,Vif imaging,H9c2 protect,hiPSC survival,HTR2A ag,Exocytosis inh
C=Cn1ccnc1P(=S)(c1ccc(N(C)C)cc1)c1nccn1C=C,2,102,-8,-0.3,1,1,-1,-0.1,-4,-2
Cn1c(=O)c2c(nc(N/N=C/c3c(O)n(C4CCCCC4)c(=S)[nH]c3=O)n2C)n(C)c1=O,0,103,-3,0.3,0,-9,68*,0.2,-9,5
O=C(C(=O)N1CCOCC1)c1cn(Cc2ccccc2)c2ccccc12,2,98,3,0.0,-7,-2,2,0.0,2,-2
CCCCc1ncc(CN2CCCC(C(=O)c3ccc(SC)cc3)C2)[nH]1 (stereo not given),-1,93,-2,0.4,-2,8,-8,-0.3,-4,5
CC1(C)C(C(=O)N2CCN(c3ccc(Cl)cc3)CC2)C1(C)C,-3,97,-2,0.1,-12,-8,-3,-0.4,0,5
C/C(=N\NC(N)=O)c1c(O)n(C)c(=O)n(C)c1=O,-1,97,-5,0.1,-2,1,-2,-2.5,-3,-2
Cc1ncc(C(=O)O)n1C(C)c1ccccc1 (stereo not given),1,101,-7,0.0,2,-7,0,3.3,-2,-4
CCN(CC)c1ccc(/C=C2/C(=O)NC(=O)N(CC3CCCO3)C2=O)cc1 (stereo not given),2,101,-4,-0.1,4,-4,13,-0.3,-3,1
CCN(CC)P(=S)(c1c(C)nc2ccccn12)c1c(C)nc2ccccn12,0,92,-5,-0.2,1,10,3,-0.9,3,-1
CCC(C)c1ccc(N2C(=O)NC(=O)/C(=C/c3cccn3CCOc3ccc(C)cc3)C2=O)cc1 (stereo not given),2,101,-5,0.0,-19,3,21,-1.1,3,-1
O=C(Nc1cccc(OC(=O)N2CCOCC2)c1)N1CCOCC1,.,92,-6,0.0,7,.,1,1.4,-4,0
O=S(=O)(c1ccc(O)cc1)c1ccc(O)cc1,4,102,-20,-0.2,12,.,5,-0.1,3,7
COC(=O)C1=C(c2cccc(C#N)c2)C[C@@H]2CC[C@H]1N2C(=O)N1CCC(O)CC1,2,96,-3,0.0,1,-5,6,4.8,-1,5
CN1C2CCC1CC(OC(=O)CCN1CCCC1)C2 (stereo not given),1,97,-5,-0.1,-2,-7,1,3.8,7,1
Cc1cccc(NP(C)(=O)c2nc3c(s2)CCCC3)c1 (stereo not given),-1,112,0,0.1,-19,0,3,5.5,-5,-1
COC(=O)C1=C(c2ccc(F)cc2F)C[C@@H]2CC[C@H]1N2C(=O)NCc1ccc(C(F)(F)F)cc1,-2,95,-5,0.3,1,-3,-4,1.2,-6,9
CC[N+](CC)(CC)CC,2,97,-4,-0.2,-6,0,19,2.7,-1,0
CCN1CCN(C(=O)COc2ccc(S(=O)(=O)N3CCOCC3)cc2Cl)CC1,1,104,-3,-0.1,3,3,-7,1.0,2,-8
COc1ccccc1C1=NCc2nnc(C)n2-c2ccc(Cl)cc21,2,101,-5,0.2,-1,-6,8,-1.6,1,-13
COCCOC(=O)C1=C(C)OC(N)=C(C(=O)OC)C12C(=O)Nc1ccccc12 (stereo not given),.,100,-8,0.2,-3,.,2,0.5,3,-1

Further compounds:
molecule,Glyco luc inh,ABCB6 inh MLPCN,CaV13 FRET inh,aDG glyco up,PDI inh,Vif imaging,H9c2 protect,hiPSC survival,HTR2A ag,Exocytosis inh
CN1CCN(Cc2ccc(N)cc2)CC1,2,95,-1,-0.1,10,-9,4,0.5,-2,2
CCOC(=O)C1(c2ccccc2)CCN(CC(=O)c2ccc(NC(C)=O)cc2)CC1,0,99,-9,0.8,4,11,5,1.1,-3,4
CCOC(=O)[C@]12Cc3c(cc(OC)c(OC)c3OC)[C@H]1N(C(C)C)C(=O)c1ccccc12,.,102,-8,0.0,.,.,.,-0.8,-5,-1
O=C1NC(=O)C2(CCCc3ccc(N(CCCl)CCCl)cc32)N1 (stereo not given),-3,96,-9,-0.2,-2,8,1,-1.4,0,8
C[C@]12CCC3C(CC[C@H]4C[C@@H](O)CC[C@]34C)C1=CC[C@@H]2O (stereo not given in full),-1,105,-10,0.2,-2,-6,15,1.5,1,1
COC(=O)C1=C(c2ccc3ccccc3c2)C[C@@H]2CC[C@H]1N2C(=O)N1CCC(O)CC1,0,92,.,0.0,-1,26,-1,1.7,-8,3

Copied from the list.
H9c2 protect with CN1CCN(Cc2ccc(N)cc2)CC1 is entered as 4
Glyco luc inh with C[C@]12CCC3C(CC[C@H]4C[C@@H](O)CC[C@]34C)C1=CC[C@@H]2O (stereo not given in full) is entered as -1
